VEEV TC-83 Vero – inhibitors of VEEV TC-83 cytopathic effect, confirmation, Vero cells (AID 588727); inhibition, % at 20 µM; hits with a dose series show IC50 in µM; actives 0.13% (n = 350,000); Vero cells, VEEV TC-83 cytopathic effect inhibition; higher % means a stronger effect; in the data active means a potency from the dose series; inconclusive means inhibition mostly from about 14% at the one dose, without a potency; inactive means the rest, 99 in 100 with inhibition below about 12%; further: strong numbers were not always called active
influenza NS1A – H1N1 influenza NS1A inhibitors, functional cell based assay (AID 504329); NS1A functional cell-based assay, percent inhibition; higher % means a stronger effect; inhibition, % at 12.5 µM; hits with a dose series show IC50 in µM; actives 0.3% (n = 340,000); in the data active means a potency from the dose series; inconclusive means inhibition above about 27% without an active follow-up result; further: strong numbers were not always called active
PhoP GFP inhibition – PhoP regulon inhibitors, Salmonella typhi PhoP promoter GFP reporter, confirmatory (AID 1850). actives 0.33% (n = 310,000). Salmonella Typhi PhoP-promoter GFP reporter, fluorescence, 4 h; higher % means a stronger effect. one-dose inhibition, % at 50 µM; IC50 in µM for titrated hits; in the data active means a potency from the dose series; inconclusive means inhibition mostly from about 25% at the one dose, without a potency; inactive means the rest, 99 in 100 with inhibition below about 19%;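 further: 0% = induced wells with vehicle and 100% = uninduced wells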
tuberculosis growth – growth inhibition of non-replicating M. tuberculosis (AID 488890) | Mycobacterium tuberculosis non-replicating, growth inhibition; higher % means a stronger effect | inhibition, % at 25 µM; hits with a dose series show IC50 in µM | actives 0.39% (n = 320,000); in the data active means a potency from the dose series; inconclusive means inhibition mostly from about 82% at the one dose, without a potency; inactive means the rest, 99 in 100 with inhibition below about 76%;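 further: plate controls were DMSO cells for no effect and high antibiotic wells for full effect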
H37Rv inhibition – M. tuberculosis growth inhibition, HTS (AID 449762); M. tuberculosis H37Rv growth inhibition, 7H9 media; higher % means a stronger effect; one-dose inhibition, % at 25 µM; IC50 in µM for titrated hits; actives 0.59% (n = 330,000); in the data active means a potency from the dose series; inconclusive means inhibition above about 70% without an active follow-up result;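 further: bacterial growth assessed after seven days of incubation; strong numbers were not always called active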
VEEV TC-83 Vero 10K pilot screen – second read-out of VEEV TC-83 Vero, no call of its own (marks repeat the call); inhibition, %; measured here: 10K pilot screen inhibition
* = called active by the depositor; i = inactive; ? = inconclusive; . = no result given.

SMILES	VEEV TC-83 Vero	influenza NS1A	PhoP GFP inhibition	tuberculosis growth	H37Rv inhibition	others
CCCCNC(=O)Cn1cnc2sc(C)c(S(=O)(=O)N3CCN(c4ccccc4OC)CC3)c2c1=O	3.3%	5%	6%	-8%	1%
COc1ccc(CCn2c(C)cc(C(=O)COC(=O)c3cnc(C)cn3)c2C)cc1	4.3%	4%	4%	52%	?
CCN(CC)c1ccc(NC(=O)c2[nH]c(C)c(C(C)=O)c2C)c(C)c1	0.2%	25%	4%	-8%	-1%
CCN(Cc1ccccc1)C(=O)c1ccc(Cl)cc1[N+](=O)[O-]	0.9%	-11%	2%	27%	-2%
CCOC(=O)Nc1sc(C)c(C)c1C(=O)OCC	i	-14%	-6%	-7%	6%
CCCCCCCNC(=O)CN1N=C(c2ccc(C)cc2)CCC1=O	i	-24%	-2%	31%	?
CCOC(=O)c1nn(-c2ccccc2F)c(-c2ccccc2)c1C(=O)c1ccccc1	9.3%	1%	-3%	7%	-8%	VEEV TC-83 Vero 10K pilot screen=6.7
CCOc1ccc(S(=O)(=O)NCCC(=O)N(C)Cc2cccs2)cc1	i	-15%	.	1%	-8%
CCOc1ccc(-n2c(SCc3ccc(C(=O)OC)o3)nc3c(c2=O)SCC3)cc1	6.3%	3%	-22%	10%	-3%
Cc1cc(C)cc(OCC(=O)OCc2nnc(-c3ccccc3)o2)c1	0.3%	-4%	1%	46%	0%
CCN1C(=NCCc2ccc(Br)cc2)N[C@@H](c2ccccc2)[C@H](C(=O)OC)[C@H]1C	1.1%	-11%	.	?	17µM*
O=C1c2ccccc2C(=O)c2c1ncn2-c1ccccc1	i	4%	1%	16%	-12%
O=C(/C=C/c1ccccc1)NCCc1ccccc1	6.3%	0%	5%	.	0%
O=C1NC(c2ccccc2)Nc2c1sc(=S)n2-c1ccccc1 (stereo not drawn)	3.1%	9%	-23%	28%	3%
CCc1noc(C)c1C(=O)N(C)CC(=O)Nc1ccccc1Br	2.6%	-14%	-1%	-21%	-8%
O=C1CC(C(=O)O)NC(=S)N1 (stereo not drawn)	1.5%	-19%	.	.	.
CCN(CC)S(=O)(=O)c1ccc(NC(=O)c2ccc(Cl)nc2)cc1	1.9%	6%	5%	28%	4%
Cc1cc(Cl)ccc1C(=O)C1CCCN(C(=O)c2ccsc2)C1 (stereo not drawn)	1.2%	-6%	-10%	18%	-4%
COc1ccc(C(=O)Nc2cccc(OC(=O)c3ccc(C)c(C)c3)c2)cc1	8.8%	3%	-3%	?	?
Cc1ccc(C(C)(c2ccc(N)cc2)c2ccc(N)cc2)cc1	2.3%	9%	1%	4%	?

Arranged by SMILES length (highest first): some entries from above
SMILES	VEEV TC-83 Vero	influenza NS1A	PhoP GFP inhibition	tuberculosis growth	H37Rv inhibition	others
CCN1C(=NCCc2ccc(Br)cc2)N[C@@H](c2ccccc2)[C@H](C(=O)OC)[C@H]1C	1.1%	-11%	.	?	17µM*
CCCCNC(=O)Cn1cnc2sc(C)c(S(=O)(=O)N3CCN(c4ccccc4OC)CC3)c2c1=O	3.3%	5%	6%	-8%	1%
COc1ccc(CCn2c(C)cc(C(=O)COC(=O)c3cnc(C)cn3)c2C)cc1	4.3%	4%	4%	52%	?
CCN(CC)c1ccc(NC(=O)c2[nH]c(C)c(C(C)=O)c2C)c(C)c1	0.2%	25%	4%	-8%	-1%
CCN(CC)S(=O)(=O)c1ccc(NC(=O)c2ccc(Cl)nc2)cc1	1.9%	6%	5%	28%	4%
CCN(Cc1ccccc1)C(=O)c1ccc(Cl)cc1[N+](=O)[O-]	0.9%	-11%	2%	27%	-2%
Cc1cc(C)cc(OCC(=O)OCc2nnc(-c3ccccc3)o2)c1	0.3%	-4%	1%	46%	0%
Cc1cc(Cl)ccc1C(=O)C1CCCN(C(=O)c2ccsc2)C1 (stereo not drawn)	1.2%	-6%	-10%	18%	-4%
Cc1ccc(C(C)(c2ccc(N)cc2)c2ccc(N)cc2)cc1	2.3%	9%	1%	4%	?
CCc1noc(C)c1C(=O)N(C)CC(=O)Nc1ccccc1Br	2.6%	-14%	-1%	-21%	-8%
O=C1c2ccccc2C(=O)c2c1ncn2-c1ccccc1	i	4%	1%	16%	-12%
CCOC(=O)Nc1sc(C)c(C)c1C(=O)OCC	i	-14%	-6%	-7%	6%
O=C(/C=C/c1ccccc1)NCCc1ccccc1	6.3%	0%	5%	.	0%
O=C1CC(C(=O)O)NC(=S)N1 (stereo not drawn)	1.5%	-19%	.	.	.

Next section:
SMILES	VEEV TC-83 Vero	influenza NS1A	PhoP GFP inhibition	tuberculosis growth	H37Rv inhibition	others
O=C1CSc2ccc(C(=O)NCC(c3ccco3)N3CCCCC3)cc2N1 (stereo not drawn)	1.8%	5%	-21%	-13%	4%
CC(=O)Nc1ccc(NC(=O)c2c(C)nc3ccccn23)cc1	i	-3%	-7%	3%	9%
Cc1nnc(SCC(=O)Nc2sc3c(c2C#N)CCCCC3)n1N	0.1%	2%	3%	-3%	21%
CC(C)c1ccc(CNC(=O)C2CC(=O)N(C3CCCCC3)C2)cc1 (stereo not drawn)	1.5%	-9%	1%	4%	-1%
CCCn1c(N)c(N(CCOC)C(=O)c2ccc(C#N)cc2)c(=O)[nH]c1=O	i	6%	7%	-1%	4%
COc1ccc(S(=O)(=O)N2CCCC(C(=O)Nc3ccc(OC)c(OC)c3)C2)cc1 (stereo not drawn)	4.8%	10%	-4%	3%	-8%
O=C(NCc1ccccn1)C(=O)NCC1OCCN1S(=O)(=O)c1ccc(F)cc1 (stereo not drawn)	1.4%	17%	-10%	-4%	-1%
CCOC(=O)N1CCN(S(=O)(=O)c2cccs2)CC1	0.3%	6%	0%	-3%	-3%
COc1ccc(S(=O)(=O)Nc2cccc3c2O[C@H](CN(C)S(=O)(=O)c2ccc(F)cc2)[C@H](C)CN([C@H](C)CO)C3=O)cc1	?	0%	.	39%	-3%
CC1(C)Cc2cccc(OCC(=O)OCC(=O)NCc3ccc(F)cc3)c2O1	3.8%	-6%	5%	-12%	-1%
O=C(CSc1nc2ccccc2[nH]1)c1ccco1	1.2%	2%	-8%	24%	2%
CCc1cc(-c2n[nH]c(=S)n2Cc2ccccc2)cs1	0.6%	20%	-5%	-13%	1%
CC(=O)Nc1ccc(C(=O)CSc2nnc(Cc3ccccc3)o2)cc1	1.4%	18%	-2%	.	?
COc1ccc(Cl)cc1S(=O)(=O)N1CCC(C(=O)N2CCOCC2)CC1	0.2%	-2%	-4%	-12%	-2%
Cc1ccc(SCCC(=O)N/N=C/c2cccnc2)cc1	1.9%	-13%	-4%	13%	1%
N/C(=N\c1nc2ccccc2o1)NC(=O)c1ccc(Cl)cc1	0.6%	-4%	-1%	15%	14%
CCN(CC)CCNC(=O)c1cc2cc3ccc(OC)cc3nc2o1	0.2%	-23%	4%	3%	-2%
Cc1cc(CCC(=O)O)c(C)cc1CCC(=O)O	2.4%	-15%	-18%	-5%	-9%
CCN(CC)c1ccc(Nc2nc(-c3cccnc3)cs2)cc1	1.4%	18%	-7%	0%	10%
CN(CC(=O)Nc1ccccc1Cl)C(=O)c1cc2c(s1)CCCCC2	9.0%	-3%	.	.	.
C[C@]12CCC(=O)C=C1C=CC1C2CC[C@@]2(C)C1CC[C@@]21CCC(=O)O1 (stereo partly drawn)	1.4%	-7%	.	.	.
CCc1ccccc1N(CC(=O)NC1CCCCC1)C(=O)CNC(=O)c1ccco1	9.2%	8%	-12%	18%	3%
CC(C)(C)NC(=O)c1ccc2c(c1)N(CC(=O)N1CCN(c3ccccc3F)CC1)C(=O)C(C)(C)O2	4.7%	-7%	12%	44%	-4%
COc1ccc(/C=C\C(=O)c2c(O)ccc3c(C)cc(=O)oc23)cc1	?	1%	8%	18%	47%
COC(=O)c1[nH]c2cccc(OC)c2c1NC(=O)CN1CC2(C)CC1CC(C)(C)C2 (stereo not drawn)	0.7%	-3%	-23%	8%	0%
CCSC(=O)CCCCCCCCCCCO	0.1%	-9%	-6%	22%	?
Cc1cccc(-c2n[nH]c(=S)n2Cc2ccccc2)c1	i	-12%	3%	-19%	4%
O=C(NCc1cc(C(F)(F)F)cc(C(F)(F)F)c1)C1CC(c2ccccc2F)=NO1 (stereo not drawn)	11%	6%	-1%	-3%	-5%
O=c1[nH]c(-c2cccnc2)nc2sc(-c3ccccc3)cc12	8.8%	-24%	1%	-6%	5%
COc1ccc(CCNC(=O)CN(CCc2ccccc2)S(C)(=O)=O)cc1OC	i	4%	9%	12%	-1%
Cc1cc(N2CCCC2=O)ccc1S(=O)(=O)NC1CCCCC1	3.1%	-1%	9%	-9%	-2%
CCCn1c(=N)c(S(=O)(=O)c2ccc(F)cc2)cc2c(=O)n3cccc(C)c3nc21	1.7%	-2%	-22%	3%	-3%
COc1ccc(-c2noc(CN(C(=O)c3cccs3)C(C)C)n2)cc1	i	0%	3%	13%	-3%
NC(=O)CSc1nc2c(c(=O)n1-c1ccccc1)C1(CCCCC1)Cc1ccccc1-2	4.1%	-2%	2%	8%	2%
COC(=O)c1c(NC(=O)CSc2nc3ccccc3c(=O)n2-c2ccccc2)sc(C)c1C	0.3%	10%	5%	3%	9%
CC(C)C(C(=O)NCc1ccco1)N(CC1CCCO1)C(=O)CNS(=O)(=O)c1ccccc1 (stereo not drawn)	0.2%	-10%	0%	0%	-8%
C=CC(c1ccccc1)C(C(=O)c1ccccc1)N(C)C (stereo not drawn)	0.8%	-8%	.	.	.
COc1ccc(C(=O)Nc2nc3ccccc3[nH]2)cc1	4.3%	2%	5%	?	64%
CC(O)c1nc2c(c(=O)n(C)c(=O)n2C)n1C (stereo not drawn)	2.4%	-7%	0%	-9%	-3%
O=c1cc(-c2ccc(F)cc2)[nH][nH]1	0.5%	-8%	-3%	-5%	-1%

Three entries drawn at random from those above:
SMILES	VEEV TC-83 Vero	influenza NS1A	PhoP GFP inhibition	tuberculosis growth	H37Rv inhibition	others
COc1ccc(C(=O)Nc2nc3ccccc3[nH]2)cc1	4.3%	2%	5%	?	64%
COc1ccc(-c2noc(CN(C(=O)c3cccs3)C(C)C)n2)cc1	i	0%	3%	13%	-3%
CCCn1c(=N)c(S(=O)(=O)c2ccc(F)cc2)cc2c(=O)n3cccc(C)c3nc21	1.7%	-2%	-22%	3%	-3%

(further entries)
SMILES	VEEV TC-83 Vero	influenza NS1A	PhoP GFP inhibition	tuberculosis growth	H37Rv inhibition	others
CCC(C(=O)OCC(=O)NC1CCS(=O)(=O)C1)c1ccccc1 (stereo not drawn)	0.3%	-7%	1%	-19%	-3%
CC(c1ccco1)N(C(=O)c1ccccc1NS(=O)(=O)c1cccc([N+](=O)[O-])c1)c1ccccn1 (stereo not drawn)	i	2%	-6%	8%	-6%
CCOC(=O)N1CCC(NC(=O)c2ccc3c(c2)N=C(CC)c2ccccc2S3)CC1	1.4%	-1%	2%	10%	6%
Cc1cc(=O)[nH]c(SCc2ccc(Cl)cc2)n1	2.0%	-3%	-5%	23%	2%
Cc1ccc(-c2cc(C(=O)Nc3sc4c(c3C(=O)NCc3ccco3)CCC4)[nH]n2)c(O)c1	2.0%	0%	0%	3%	3%
O=C(O)c1ccc(NS(=O)(=O)c2cccc(S(=O)(=O)c3ccc(Cl)c(Cl)c3)c2)cc1	0.2%	2%	15%	4%	2%
CCOc1ccc(/C=C/c2[nH]c(=O)[nH]c(=O)c2[N+](=O)[O-])cc1	0.9%	-9%	4%	-6%	-3%
CC1CC(C)(C)N(C(=O)CN2C(=O)c3ccccc3C2=O)c2ccccc21 (stereo not drawn)	i	-2%	2%	-3%	8%

Screens from PubChem BioAssay.
